Bioassay records from PubChem BioAssay.
NOD2 RIPK2 PPI = NOD2-RIPK2 binding disruptors in cells, primary screen, fluorescence, CHO cells, BLA complementation; CCF4 ratio; actives 0.38% (n = 360,000); inhibition, % at 4.98 µM; in the data active = inhibition above about 21%;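 note: 0% = vehicle only and 100% = reference blocker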
Target sequence (O43353 whole entry, looked up): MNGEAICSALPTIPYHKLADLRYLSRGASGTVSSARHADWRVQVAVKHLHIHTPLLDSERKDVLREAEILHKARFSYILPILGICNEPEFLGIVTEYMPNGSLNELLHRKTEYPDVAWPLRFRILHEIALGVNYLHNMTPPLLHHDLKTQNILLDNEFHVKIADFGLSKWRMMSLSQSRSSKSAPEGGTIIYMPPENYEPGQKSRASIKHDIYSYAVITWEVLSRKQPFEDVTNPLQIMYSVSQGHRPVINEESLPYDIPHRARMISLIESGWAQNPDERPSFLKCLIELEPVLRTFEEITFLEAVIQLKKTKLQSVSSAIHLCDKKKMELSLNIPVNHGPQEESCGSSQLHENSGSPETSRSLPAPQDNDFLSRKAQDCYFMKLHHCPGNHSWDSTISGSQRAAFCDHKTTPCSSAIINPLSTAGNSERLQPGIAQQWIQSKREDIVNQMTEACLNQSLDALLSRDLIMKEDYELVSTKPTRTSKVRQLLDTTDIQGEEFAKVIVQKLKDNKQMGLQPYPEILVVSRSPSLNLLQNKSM
NR5A2 inv ag = LRH-1 (NR5A2) inverse agonists, primary screen, cell-based, luminescence, HEK293T, StAR-luciferase reporter | Nuclear receptor subfamily 5 group A member 2 (Homo sapiens), O00482 | LRH-1 transfected, 24 h | inhibition, % at 3.6 µM | actives 0.13% (n = 360,000) | AID 602396, 2012;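 active = inhibition above the mean inhibition of all tested compounds plus 3 SD, cut at about 73% in these data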;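 note: 0% = DMSO wells and 100% = reporter-only cells lacking LRH-1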
Target sequence (O00482 whole entry, looked up): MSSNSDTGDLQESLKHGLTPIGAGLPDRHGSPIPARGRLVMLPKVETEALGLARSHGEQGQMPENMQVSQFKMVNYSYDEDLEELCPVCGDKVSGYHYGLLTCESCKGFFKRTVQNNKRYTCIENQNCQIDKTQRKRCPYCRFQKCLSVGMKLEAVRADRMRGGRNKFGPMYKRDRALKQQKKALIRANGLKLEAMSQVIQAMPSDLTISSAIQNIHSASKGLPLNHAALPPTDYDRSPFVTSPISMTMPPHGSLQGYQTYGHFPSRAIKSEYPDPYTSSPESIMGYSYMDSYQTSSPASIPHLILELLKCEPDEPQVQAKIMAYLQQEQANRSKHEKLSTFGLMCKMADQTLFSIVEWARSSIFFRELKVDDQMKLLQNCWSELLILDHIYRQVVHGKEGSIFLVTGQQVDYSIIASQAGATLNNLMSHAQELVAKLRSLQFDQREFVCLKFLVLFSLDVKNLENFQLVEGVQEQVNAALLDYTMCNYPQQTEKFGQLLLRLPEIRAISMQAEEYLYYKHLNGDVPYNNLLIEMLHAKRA
SRC2 inh = inhibition of GAL4-SRC2 driven luciferase reporter, primary screen, SRC2 inhibitor project, cell-based, luminescence; actives 0.17% (n = 370,000); inhibition, % at 9 µM; Nuclear receptor coactivator 2 (Homo sapiens), Q15596; HEK293 GAL4-SRC2 luciferase reporter; AID 651957, 2012;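 active = inhibition above the mean inhibition of all tested compounds plus 3 SD, set per campaign, cut at about 52% in these data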;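 note: 0% = DMSO treated cells and 100% = cells given Gossypol at 36 µM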
SRC3 inh = SRC3 coactivator transcriptional activity inhibitors, primary screen, cell-based, luminescence; inhibition, % at 3.6 µM; actives 0.17% (n = 360,000); Nuclear receptor coactivator 3 (Homo sapiens), Q9Y6Q9; HEK293 GAL4-SRC3 luciferase reporter;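 active = inhibition above a per-campaign cutoff, the mean of all compounds plus 3 SD, cut at about 60% in these data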;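 note: 0% = DMSO-treated cells and 100% = gossypol-treated cells at 36 µM; higher means less SRC3-driven luciferase light from the GAL4 reporter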
LMP1 NFkB inh = EBV LMP1-driven NF-kappaB luciferase reporter inhibitors, primary screen, cell-based, luminescence, single point; LMP1-induced NF-kappaB luciferase reporter cells; inhibition, % at 12.5 µM; actives 0.69% (n = 350,000); in the data active = inhibition above about 41%;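 note: 0% = neutral control wells and 100% = reference inhibitor control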
TROY NFkB inh = inhibitors of TROY-driven NF-kB signaling, primary screen, Q293 LMP1-TROYcd cells, NF-kB luciferase, uHTS | Q293 LMP1-TROYcd NF-kB luciferase reporter, 4 h | inhibition, % at 10 µM | actives 0.98% (n = 360,000);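 active = compounds whose plate-normalised and pattern-corrected inhibition of the luciferase reporter signal at the single screening dose is 50% or more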
TRAIL sens C8 = viability loss with TRAIL in NB7+C8 cells, primary screen, TRAIL sensitizer project, cell-based, ATPlite luminescence | inhibition (viability loss, TRAIL sensitization), % at 10 µM | actives 1% (n = 360,000);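 active = compounds causing at least 50% loss of cell viability in the single-dose screen, relative to plate controls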
COUP-TFII inh = NR2F2 transcriptional activity inhibitors, primary screen, cell-based, luciferase reporter, HEK293T, luminescence. AID 686940, 2013. actives 0.7% (n = 370,000). COUP transcription factor 2 (Homo sapiens), P24468. HEK293T NGFI-A luciferase reporter. inhibition, % at 8.6 µM;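 active = inhibition above a per-plate cutoff, mean inhibition of test wells between control levels plus 3 SD, cut at about 38% in these data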;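 note: cells cotransfected with COUP-TFII expression vector driving the NGFI-A reporter; 0% = median of COUP-TF2 test wells and 100% = reporter-only cells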
TLR9-MyD88 block = inhibitors of TLR9-MyD88 association in cells, primary screen, cell-based, CHO, BLA complementation, fluorescence | Toll-like receptor 9 (Homo sapiens) + Myeloid differentiation primary response protein … | CCF4 FRET ratio | inhibition, % at 4.98 µM | actives 0.21% (n = 340,000) | AID 504734, 2011;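 active = inhibition above the mean over all tested compounds plus 3 SD, cut at about 21% in these data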;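 note: 0% = DMSO only wells and 100% = clavulanate BLA inhibitor control wells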
NCOA1 inh = SRC1 coactivator transcriptional activity inhibitors, primary screen, cell-based, luminescence; Nuclear receptor coactivator 1 (Homo sapiens), Q15788; HEK293 GAL4-SRC1 luciferase reporter; inhibition, % at 3.6 µM; actives 0.12% (n = 360,000); AID 588354, 2011;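 active = inhibition above the campaign mean plus 3 SD, with each screening campaign given its own cutoff, cut at about 60% in these data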;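 note: 0% = DMSO treated cells and 100% = gossypol at 36 µM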
TWEAK-Fn14 inh = inhibitors of TWEAK-Fn14 signaling, primary screen, luciferase reporter cells, uHTS. TWEAK-stimulated Fn14 reporter cells, luciferase luminescence, 8 h. inhibition, % at 10 µM. actives 2% (n = 360,000). AID 1159606, 2016; in the data active = inhibition above about 50%
Numbers without * were called inactive; x = no result given. A portion of the library; count on the stated rates, not on these rows.

SMILES	NOD2 RIPK2 PPI	NR5A2 inv ag	SRC2 inh	SRC3 inh	LMP1 NFkB inh	TROY NFkB inh	TRAIL sens C8	COUP-TFII inh	TLR9-MyD88 block	NCOA1 inh	TWEAK-Fn14 inh
Cc1cccc(OCCC(=O)Nc2ccc(Cl)cc2F)c1	0	6	-18	4	2	-6	8	-5	-5	-20	-20
CCOC(=O)CNC(=O)c1cc(-c2ccc3c(c2)OCCO3)oc1C	-7	-31	-40	-51	-22	-13	10	-5	-3	-23	1
CCOC(=O)CC1C(=O)NCCN1Cc1ccc(OC)c(OC)c1 (stereo not drawn)	-3	-20	11	15	5	-5	-19	-11	6	4	25
Cc1cccnc1NC(=O)c1csnn1	-8	-5	-13	14	-1	6	-4	-9	4	-1	12
Cc1ccc2c(c1)C(=O)C(=O)N2Cc1ccc(F)cc1	15	-2	8	-17	4	-15	-27	1	0	3	14
CCOc1cc(CNn2nnnc2N)cc(Cl)c1OCC(=O)NC(C)(C)C	-3	0	-21	-3	12	6	7	5	-5	4	-2
CC1Cc2cc(/C=C3/SC(N4CCC(C(N)=O)CC4)=NC3=O)ccc2O1 (stereo not drawn)	4	28	-29	12	3	-8	33	-17	x	-9	4
COCC(=O)Nc1cc([N+](=O)[O-])ccc1OC	3	6	22	5	4	-6	-2	8	4	-8	7
Cc1nn(C(C)C(=O)N2CCN(c3ccccn3)CC2)c(=O)c2cc3occc3n12 (stereo not drawn)	2	-7	-5	7	-6	-2	-10	4	-2	3	-7
Cc1c(C(=O)N2CCCC2)c(S(=O)(=O)Nc2ccccc2)c(C)n1C	1	9	-2	14	-7	14	-4	-19	-9	-35	28
Cc1ccc(C(=O)N/C(=C\c2cn(C)c3ccccc23)C(=O)OCCN(C)C)cc1	-1	4	5	13	3	0	-4	-6	6	-8	3
CN(Cc1ccco1)c1ncnc2ccc(-c3ccccc3Cl)cc12	-8	11	-12	-14	-20	-1	-1	-11	2	-4	-13
CCc1nc(SCC(=O)Nc2nc3c(s2)CCCC3)c2ccccc2n1	-8	-24	8	10	3	14	3	3	-8	2	-86
COC(=O)C(Cc1ccccc1)NC(=O)CCNC(=O)c1ccc(Br)cc1 (stereo not drawn)	-5	-12	8	16	7	5	-10	-10	-2	-3	17
COc1ccc(-c2ccccc2NC(=O)C2CCCN(Cc3ccco3)C2)cc1 (stereo not drawn)	-5	4	-8	-31	0	-8	3	-11	-4	-31	-5
Cc1c(Cl)cccc1NC(=O)CCC(=O)c1cccs1	-7	8	-10	-7	5	21	-8	2	3	-17	-11
CCc1nnc(NS(=O)(=O)c2ccc(NC(=O)C(c3ccccc3)c3ccccc3)cc2)s1	-1	-8	-21	6	-3	-4	-38	5	0	-10	-7
COc1ccc(OC)c(NC(=O)C(=O)/C=C(\O)c2cc(OC)ccc2OC)c1	0	16	22	5	4	-7	-10	12	6	3	2
COc1cccc(C(=O)NC2CC3CCCC(C2)N3Cc2ccc(C)cc2)c1 (stereo not drawn)	-7	-2	-13	-9	5	-1	5	-21	-14	0	8
O=C(O)CCSc1nc2ccc(Br)cc2[nH]1	5	-10	-9	-4	3	9	6	10	-8	1	8
O=C(OCC(=O)c1c[nH]c2ccccc12)c1cc(Br)ccc1O	0	0	-13	-11	-6	-36	-4	-2	1	-15	-8
COc1ccc(C(=O)Nc2ccc(S(=O)(=O)Nc3nccc(C)n3)cc2)cc1[N+](=O)[O-]	7	-22	-4	-5	6	-22	1	-14	6	3	-1
NC(Cc1ccccc1)C(=O)N1CCCCC1 (stereo not drawn)	-1	3	-1	-4	1	-21	-14	-12	5	-4	8
COc1ccc(NC(=O)CC(C(=O)O)N2CCCCC2)cc1 (stereo not drawn)	-3	-12	18	6	-1	11	1	20	-1	-2	12
COC(=O)c1ccc(COc2ncnc3ccccc23)o1	-11	-12	-7	11	-8	-1	-20	5	2	3	-7
Following part:
SMILES	NOD2 RIPK2 PPI	NR5A2 inv ag	SRC2 inh	SRC3 inh	LMP1 NFkB inh	TROY NFkB inh	TRAIL sens C8	COUP-TFII inh	TLR9-MyD88 block	NCOA1 inh	TWEAK-Fn14 inh
O=C(c1cc2cc(Cl)ccc2oc1=O)N1CCN(c2ccccn2)CC1	4	10	21	-3	12	14	-4	5	-13	-1	-14
COc1ccc(-c2cc(C(F)(F)F)n3nc(C(=O)O)cc3n2)cc1OC	-9	-6	-31	17	-3	1	-7	-13	-11	2	-18
Cc1ccc(Sc2ncccc2C(=O)N(C)Cc2cccs2)c(C)c1	-3	-6	3	4	5	-1	13	-11	2	-5	-20
CCOC(=O)c1ccc(N=C2C(=S)N(c3ccc(C(=O)OCC)cc3)C(=N)N2/N=C/c2ccccc2)cc1	9	-34	-31	-36	-14	41	-1	-9	-11	-48	-4
Cc1cc(C)c(S(=O)(=O)N2CCN(C(=O)c3ccc(-n4nc(C)c(Cl)c4C)cc3)CC2)c(C)c1	5	-24	-10	3	6	24	8	-5	3	-8	16
COC(CNC(=O)Cn1nc(Cc2ccncc2)c2ccccc2c1=O)OC	-7	-10	-20	-11	-1	13	-25	-13	-11	-11	10
COc1cc(C2NC(=O)NC(C)=C2C(C)=O)cc(OC)c1OC (stereo not drawn)	-1	7	7	13	1	-3	6	3	-1	8	-6
COc1ccc(S(=O)(=O)N2CCC(C(=O)NCc3cccc(OC)c3)CC2)cc1	-6	12	14	-4	-7	18	1	-5	-6	-3	-11
CCOc1ccc(C(=O)Nc2ccccc2C(=O)O)cc1	-8	-123	-10	-66	-5	10	75*	-75	7	-86	19
Cc1ccc(-n2nnnc2SCC(=O)Nc2cccnc2Cl)cc1	-3	-2	28	1	3	16	18	22	-4	-3	4
COCCn1nnnc1C(c1ccc(C(F)(F)F)cc1)N1CCOCC1 (stereo not drawn)	1	6	-4	-13	0	6	4	4	9	7	-9
COc1ccc(S(=O)(=O)Nc2cc(S(=O)(=O)N3CCOCC3)ccc2OC)cc1	-5	-3	6	-7	-3	9	-10	3	-2	0	9
COc1ccc(N2c3ccccc3CN(Cc3ccccc3)[C@@H](C)[C@H]2Cc2c(C)cccc2C)cc1	1	6	-6	x	x	x	23	-10	x	x	x
C(=N\Nc1ccc2nncn2n1)/c1ccccn1	-5	5	-6	12	-14	-10	16	0	x	19	-8
Cc1ccc(CN2C(=O)CCC2C(=O)NC2CCCC2)cc1 (stereo not drawn)	-6	6	-9	0	3	2	-12	-13	-7	2	10
CCOCCCn1c(=NC(=O)c2cccs2)c(C#N)cc2c(=O)n3ccccc3nc21	-33	-8	-9	-11	-3	-17	3	7	-19	-5	2
CSc1nc2ccccc2n1Cc1cccc([N+](=O)[O-])c1	-7	-1	-2	11	3	-6	1	0	-12	-29	1
COc1cccc(-c2c(-c3cc(OC)cc(OC)c3)n(C)c3ccc(-c4cnc(N5CCOCC5)nc4)cc23)c1	3	1	-27	-2	-64	-13	35	-2	-5	-4	-162
Cc1ccccc1N/N=C/c1sc(=O)n(Cc2cccc(C(=O)O)c2)c1Cl	-5	-2	4	-11	-10	22	-4	6	3	-8	6
CCN1CCN(c2sc(S(C)(=O)=O)nc2S(=O)(=O)c2ccc(C)cc2)CC1	9	8	-5	-9	9	6	9	12	-3	-4	13
Cc1ccccc1NC(=O)CSc1nc(COc2ccccc2)nc2ccccc12	13	-5	-18	-12	4	-45	18	12	1	-16	6
COc1cc(C=O)ccc1OCc1cccc(Br)c1	-7	-37	-25	-43	-18	-71	-11	-31	-4	-45	-38
CCOC(=O)c1cccc(NC(=O)CSc2nnc(-c3ccoc3C)n2CCOC)c1	5	-6	1	7	-5	9	-3	3	-23	2	0
Cc1cccc2c(C(=O)O)cc(-c3cccnc3)nc12	-11	-4	2	-15	4	-8	2	12	-5	-14	-3
CC(C)CCNC(=O)COc1ccc(N(C)S(=O)(=O)c2ccc(F)cc2)cc1	7	-9	7	11	2	3	4	23	-5	3	5
More compounds follow.
SMILES	NOD2 RIPK2 PPI	NR5A2 inv ag	SRC2 inh	SRC3 inh	LMP1 NFkB inh	TROY NFkB inh	TRAIL sens C8	COUP-TFII inh	TLR9-MyD88 block	NCOA1 inh	TWEAK-Fn14 inh
CCC(=O)Nc1ccc(C(=O)Nc2ccc(Br)cc2F)cc1	3	-33	-49	1	-12	-32	6	-17	-8	-9	-7
COc1cc(/C=N/NC(=O)c2ccccn2)ccc1OC(=O)c1ccc(Br)cc1	-3	-47	-18	-44	1	25	7	-42	-5	-48	-28
CC1CCC(N2CCN(c3ncccn3)CC2)C1 (stereo not drawn)	-1	1	14	2	2	1	-4	12	-1	2	0
Cc1ccc(/C(O)=C2/C(=O)C(=O)N(CCN3CCOCC3)C2c2cccs2)cc1 (stereo not drawn)	-10	18	-13	-16	-10	-24	-16	9	-8	3	-9
CC(=O)Cc1nsc(NC(=O)c2ccc(COc3ccc(C)cc3)o2)n1	-3	-12	6	-12	1	-19	7	12	-2	-5	17
Cc1ccc(NC(=O)Cn2c(CCC(=O)O)ccc2-c2ccc(Cl)cc2)cc1	-4	2	2	3	2	8	-5	10	-8	-3	6
C#CCOCCOCCOCCNc1nc(N2CCN(C(=O)[C@H](CCCCN)n3cc(CN)nn3)CC2)nc(N2CCN(C(=O)[C@H](CCCCN)n3cc([C@@H](N)CC(N)=O)nn3)CC2)n1	1	18	-7	8	4	-8	4	-2	9	-4	8
Cc1cc(C)nc(OC(C(=O)O)C(OCCC(C)C)(c2ccccc2)c2ccccc2)n1 (stereo not drawn)	0	19	-18	-3	-3	9	2	-10	-3	3	37
Cc1cccc(C(CC(=O)N2CCCC2)c2ccccc2)c1O (stereo not drawn)	0	2	-10	10	-3	10	-13	0	-4	14	2
CCn1c(SCC(=O)NC2CCCC2)nnc1C(C)C	-4	0	-15	-11	-2	6	6	-3	0	-5	6
O=C(Cc1ccccc1)NNS(=O)(=O)c1ccc([N+](=O)[O-])cc1	5	5	-13	12	1	6	-14	-1	3	-34	10
C=CCN1C(=O)c2ccc(C(=O)N(CCC)CC(=O)Nc3ccccc3C)cc2C1=O	3	7	8	-10	4	3	12	-4	-2	-10	17
Cc1ccc(SCC(=O)Nc2ccccc2N2CCOCC2)cc1	-3	1	-4	7	6	-22	9	9	11	2	7
COc1cc(-c2nnc(SCc3cccnc3)n2C)cc(OC)c1O	5	2	-3	8	-2	2	2	7	6	9	3
